Source: PubChem BioAssay (IUPUI and University of Michigan)
ST2 inh – inhibitors of human ST2 (IL1RL1) binding to IL-33, primary screen, biochemical, AlphaLISA; Interleukin-1 receptor-like 1 (Homo sapiens), Q01638; AlphaLISA ST2-Fc/biotin-IL-33 interaction, 1 h; inhibition, % for hits at 17 µM; actives 2.3% (n = 78,000); AID 1259354, 2018; in the data active = inhibition above about 30%; inconclusive = mostly about 10% to 28%
Target sequence (Q01638 whole entry, looked up): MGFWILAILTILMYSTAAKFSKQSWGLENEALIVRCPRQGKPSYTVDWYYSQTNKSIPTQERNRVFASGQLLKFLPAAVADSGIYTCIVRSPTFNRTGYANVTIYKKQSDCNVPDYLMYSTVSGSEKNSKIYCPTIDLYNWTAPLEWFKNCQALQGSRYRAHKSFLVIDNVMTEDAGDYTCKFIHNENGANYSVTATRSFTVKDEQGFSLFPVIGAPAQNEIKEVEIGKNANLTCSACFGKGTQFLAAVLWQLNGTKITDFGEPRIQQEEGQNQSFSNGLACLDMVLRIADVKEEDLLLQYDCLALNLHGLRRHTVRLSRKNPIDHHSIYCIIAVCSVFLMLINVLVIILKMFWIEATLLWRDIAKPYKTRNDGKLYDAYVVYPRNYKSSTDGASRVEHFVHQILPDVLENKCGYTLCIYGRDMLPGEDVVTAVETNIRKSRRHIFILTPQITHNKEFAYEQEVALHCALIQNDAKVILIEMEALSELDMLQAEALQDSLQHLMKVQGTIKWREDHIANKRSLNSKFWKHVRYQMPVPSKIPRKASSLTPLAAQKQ
Starred values were filed as active, the others as inactive; i = inactive; ? = inconclusive. These rows are one share of the data; rates above refer to the full screens.

SMILES | ST2 inh
O=[N+]([O-])c1ccc2nc(/C=C/c3ccco3)[nH]c2c1 | 32.0%*
COc1ccc(-c2nc(CN(Cc3c(C)nn(C)c3C)C3CC3)c(C)o2)c(C)c1C | i
CC(Cn1cccn1)n1cnc2ccc(F)cc2c1=O (stereo not given) | ?
Cc1ccc(O)c(N=Cc2ccc(Br)c([N+](=O)[O-])c2)c1 | ?
O=C(NCCO)c1cc2n(n1)CCCN(c1nc3ccccc3s1)C2 | i
CCn1c(C2CCN(Cc3cccc(OCC(N)=O)c3)CC2)nn(C)c1=O | i
COC(=O)COc1ccc2oc(C)c(C(=O)OC)c2c1 | i
OCCCCC1OC2CCCCC2C2=CCCCC21 (stereo not given) | i
CCn1cc(SCC(=O)N2N=C(c3cccs3)CC2c2ccc(OC)cc2)c2ccccc21 (stereo not given) | i
OC(COCc1ccc2c(c1)OCO2)CN1CCN(c2cccc(Cl)c2)CC1 (stereo not given) | i
CN(Cc1ccccc1)C(=O)c1cnc(N2CCN(c3ccccn3)CC2)c2ccccc12 | i
Cc1cccn2c(=O)c3cc(C(=O)N4CCN(c5ccccc5)CC4)n(C)c3nc12 | i
O=C(COc1ccccc1)N[C@H]1CO[C@H]2[C@@H]1OC[C@H]2OC(=O)Nc1cccc2ccccc12 | ?
CC(=O)Nc1ccc(NC(=O)NC2(c3ccccc3)CC2)cc1 | i
O=C(COc1cccc([N+](=O)[O-])c1)Nc1ccc(-c2nnc(-c3ccco3)o2)cc1 | 45.0%*
COCCNC(=O)c1c[nH]c2ccc(S(=O)(=O)Nc3cccc(Cl)c3C)cc2c1=O | i
COc1ccc(CNC(=O)CC[C@H]2CNC(=O)[C@H]3NCC[C@H]3N2C)cc1 | ?
CC1(c2cnc(Nc3ccccc3)s2)CCC(=O)O1 (stereo not given) | i
CCC(=O)Oc1ccc2c(=O)c(-c3ccccc3OC)coc2c1 | i
COc1ccc(C(=O)Nc2ccc(Nc3nc(C)cc(Nc4ccc(C)cc4)n3)cc2)cc1 | ?
Cn1nc(-c2ccc(Cl)cc2)c2cc(C(=O)N3CCOCC3)sc21 | ?
COCc1ccc(CN2CCC(C(=O)Nc3cccc(-c4cccc(Cl)c4)c3)CC2)o1 | ?
COc1ccc(C(=O)Nc2cccc3c2CCCC3)cc1[N+](=O)[O-] | ?
COc1ccccc1NC(=O)c1ccc2c(c1)-c1ccccc1C2=O | ?
COc1cc(C)c(S(=O)(=O)n2c([N+](=O)[O-])cnc2C)cc1C | i
COc1ccccc1-c1cc2n(C)c(C)c(CCC(=O)Nc3cccc(F)c3)c(=O)n2n1 | i
O=C(Nc1nc(-c2ccc(F)cc2)cs1)c1ccc(Br)o1 | ?
CCCc1ncncc1C(=O)N1CCC2(CCCO2)CC1 | i
O=C1c2ccccc2S(=O)(=O)N1CCCCOc1ccc(Cl)cc1 | i
CCOC(=O)c1c(NC(=O)COc2ccc(C(C)(C)C)cc2)sc2c1CCC2 | i
COc1ccc(CN2Cc3[nH]cnc3C[C@H]2C(=O)NCc2ccc(C#N)cc2)c2ccccc12 | i
CCn1c(=NC(=O)CSCC(=O)Nc2nccs2)sc2ccccc21 | i
N#CC1=C(N)SC(N)=C(C#N)C1 | i
CCC(=O)NCCn1cnc(-c2ccccc2)c1-c1ccc2nonc2c1 | i
O=C(CN1C(=O)C2(OCCO2)c2ccccc21)c1ccccc1 | i
Cc1cc(Cl)ccc1N(CC(N)=O)S(C)(=O)=O | i
CC(=O)Nc1ccc(S(=O)(=O)Nn2cnnc2)cc1 | i
Fc1ccc(C2=NN(c3ccccc3)C(c3ccco3)C2)cc1 (stereo not given) | 45.0%*
CCn1c(NCc2cc(OC)c(OC)c(OC)c2)nc2ccccc21 | i
Cc1ccc(Cl)cc1N1C(=O)C2CCCCC2C1=O (stereo not given) | ?
CCN(CC)C(=O)Cn1cnc2sc(C(=O)Nc3ccc(F)cc3Cl)c(C)c2c1=O | i
O=C(Nc1cccc(-c2csc(NCc3ccco3)n2)c1)c1ccccc1 | ?
Cc1ccccc1N1C(N)=C(C#N)C(c2ccc3c(c2)OCO3)C2=C1CCCC2=O (stereo not given) | ?
CCC(NC(=O)Cn1nc(C(F)F)cc1C)c1ccnn1C (stereo not given) | i
CCC(C(=O)N1CCC(c2[nH]ncc2-c2ccccc2)CC1)n1cccn1 (stereo not given) | i
CC(C)N1C(=O)CSC1c1cccs1 (stereo not given) | i
CCOC(=O)C1C(=O)NC(SC)=C(C#N)C1c1ccccc1OC (stereo not given) | i
CCOC(=O)c1ccc(OCc2c(C)noc2C)cc1 | i
CN1CCC(N2C[C@@H]3OCC(=O)N(CC(N)=O)[C@@H]3C2)CC1 | i
COc1ccccc1NC(=O)C1=C(C)Nc2nnnn2C1c1ccccc1F (stereo not given) | i
CC(=O)Nc1ccc(S(=O)(=O)Nc2ccc(C(C)C)cc2)cc1 | i
CC(=O)Nn1nc2cc3nnnc3cc2[nH]1 | i
CC1=CC(C)C2C(=O)N(Cc3ccco3)C(=O)C2C1 (stereo not given) | i
CCOc1ccc(-n2c(SCC(=O)O)nc3sc4c(c3c2=O)CCCC4)cc1 | ?
Cc1ccc(N2C(=O)CSC2c2ccc(C(C)C)cc2)cc1 (stereo not given) | i
Cc1nc2c(C(=O)NCc3cccs3)c[nH]n2c(=O)c1Cc1ccccc1Cl | ?
CCCCN1CC(C(=O)NC2CCCC2)CC1=O (stereo not given) | i
O=C(CCc1ccccc1)n1cc([N+](=O)[O-])cn1 | i
O=C(Nc1ccc2c(c1)OCO2)c1cc(-c2ccco2)on1 | i
Nc1nc2n(n1)C(c1ccco1)CC(c1ccc(F)cc1)N2 (stereo not given) | i

New compounds follow.
SMILES | ST2 inh
NS(=O)(=O)c1ccc(CCNC(=O)CCn2cnc3c([nH]c4ccc(F)cc43)c2=O)cc1 | i
CC(C(=O)Nc1ccccc1C(F)(F)F)N1C(=O)c2ccccc2C1=O (stereo not given) | ?
CCN(CC)C(=O)c1c[nH]c2ccc(S(=O)(=O)Nc3cccc(Cl)c3C)cc2c1=O | i
Cc1ccc(N2C(=O)C3N=NN(CC(=O)Nc4ccc(C(C)C)cc4)C3C2=O)cc1 (stereo not given) | i
COc1ccc(-n2c(=O)c3c(C)c(C)sc3n(CC(=O)NCc3ccccc3)c2=O)c(OC)c1 | i
CC1=C(C(=O)OCc2ccccc2)C(c2ccc(O)cc2)n2nnnc2N1 (stereo not given) | i
O=C(NCCc1ccccc1Cl)C1CCN(S(=O)(=O)c2cccs2)CC1 | ?
CN1C[C@@H](NC(=O)Nc2cccc(C#N)c2)C[C@H]1c1nc(-c2ccc(F)cc2)no1 | ?
Cc1ccc(CN(C(=O)c2cc(=O)[nH][nH]2)C2CC2)s1 | i
CCOc1ccc(C2Sc3ccccc3NC3=C2C(=O)OC3)cc1 (stereo not given) | ?
O=S(=O)(Nc1ccc(Br)cc1)c1ccc(Cl)s1 | i
Cc1ccc(OCC(O)CN2CCCC(C)C2)c(C)c1 (stereo not given) | i
CSc1nsc(SC)c1C(=O)Nc1ccc(Br)cc1 | ?
CCCc1nc2nc[nH]n2c(=O)c1NC(=O)Nc1ccc(C(=O)OCC)cc1 | i
COc1ccc(OC)c(C2SCCN2S(=O)(=O)c2cccc(C(F)(F)F)c2)c1 (stereo not given) | i
COc1ccccc1N1CCN([C@@H]2[C@H](O)[C@H](CO)O[C@@H]2CNC(=O)NC(C)C)CC1 | i
O=C(c1cccc(F)c1)N1CCN=C1SCc1cccc(Cl)c1 | i
COc1ccccc1C1C2=C(CC(C)(C)CC2=O)Nc2nc(SCc3ccccc3)[nH]c(=O)c21 (stereo not given) | i
Cc1cc(-c2c(-c3ccccc3)ncn2CC(C)Oc2cccnc2)n[nH]1 (stereo not given) | ?
CC1(C)CC(=O)C=C(C(=O)N2CCCC(CO)(CCOc3ccccc3)C2)O1 (stereo not given) | i
COc1ccccc1Nc1ncnc2sc3c(c12)CCCC3 | i
COC(=O)CNC(=O)N1CCOC(c2ccc3cc(OC)ccc3c2)C1 (stereo not given) | i
CCN(CC)S(=O)(=O)c1ccc(C(=O)Nc2nnc(-c3cc(OC)cc(OC)c3)o2)cc1 | i
c1ccc(CCNCc2nc(-c3ccco3)no2)nc1 | i
CCc1nn(C)c(Cl)c1CN1CCN(C)C(C(=O)O)C1 (stereo not given) | i
COc1cc(OC)c(C2C(C#N)=C(N)OC3=C2C(=O)CC(C)C3)cc1Br (stereo not given) | i
O=C(COC(=O)c1cc(=O)[nH]c2ccccc12)c1ccc(OCc2ccccc2)cc1 | i
COc1ccc(NC(=O)NCCc2nc3cccnc3n2-c2ccccc2)cc1OC | i
CC(C)c1nnc2sc(CC3CN(C(C)C)CCO3)nn12 (stereo not given) | i
COc1ccc(N2CCCS2(=O)=O)cc1NC(=O)c1cc(Cl)ccc1OC | i
COc1ccc(NC(=O)c2cccc(F)c2)cc1 | i
Cc1cccc2ccc(C3C(=O)c4ccccc4C3=O)nc12 | i
Cc1cccc(N(C)C(=O)CCS(=O)(=O)c2cccc3nsnc23)c1 | i
COCCNC(=O)NC12CC3CC(CC(C3)C1)C2 | i
COc1ccc(C(=O)c2ccc([N+](=O)[O-])cc2)cc1S(=O)(=O)NCc1ccccc1 | ?
Cc1ccn(CCCn2cnc(-c3ccccc3)c2-c2cccnc2)n1 | ?

A second format for part of the listing above.
| mol | ST2 inh |
| --- | --- |
| O=C(c1cccc(F)c1)N1CCN=C1SCc1cccc(Cl)c1 | i |
| COc1ccccc1C1C2=C(CC(C)(C)CC2=O)Nc2nc(SCc3ccccc3)[nH]c(=O)c21 (stereo not given) | i |
| Cc1cc(-c2c(-c3ccccc3)ncn2CC(C)Oc2cccnc2)n[nH]1 (stereo not given) | ? |
| CC1(C)CC(=O)C=C(C(=O)N2CCCC(CO)(CCOc3ccccc3)C2)O1 (stereo not given) | i |
| COc1ccccc1Nc1ncnc2sc3c(c12)CCCC3 | i |
| COC(=O)CNC(=O)N1CCOC(c2ccc3cc(OC)ccc3c2)C1 (stereo not given) | i |
| CCN(CC)S(=O)(=O)c1ccc(C(=O)Nc2nnc(-c3cc(OC)cc(OC)c3)o2)cc1 | i |
| c1ccc(CCNCc2nc(-c3ccco3)no2)nc1 | i |
| CCc1nn(C)c(Cl)c1CN1CCN(C)C(C(=O)O)C1 (stereo not given) | i |
| COc1cc(OC)c(C2C(C#N)=C(N)OC3=C2C(=O)CC(C)C3)cc1Br (stereo not given) | i |
| O=C(COC(=O)c1cc(=O)[nH]c2ccccc12)c1ccc(OCc2ccccc2)cc1 | i |
| COc1ccc(NC(=O)NCCc2nc3cccnc3n2-c2ccccc2)cc1OC | i |
| CC(C)c1nnc2sc(CC3CN(C(C)C)CCO3)nn12 (stereo not given) | i |
| COc1ccc(N2CCCS2(=O)=O)cc1NC(=O)c1cc(Cl)ccc1OC | i |
| COc1ccc(NC(=O)c2cccc(F)c2)cc1 | i |
| Cc1cccc2ccc(C3C(=O)c4ccccc4C3=O)nc12 | i |
| Cc1cccc(N(C)C(=O)CCS(=O)(=O)c2cccc3nsnc23)c1 | i |

Some of these compounds in order of number of heavy atoms, highest first.
SMILES | ST2 inh
O=C(COc1ccccc1)N[C@H]1CO[C@H]2[C@@H]1OC[C@H]2OC(=O)Nc1cccc2ccccc12 | ?
COCc1ccc(CN2CCC(C(=O)Nc3cccc(-c4cccc(Cl)c4)c3)CC2)o1 | ?
Cc1ccc(CN(C(=O)c2cc(=O)[nH][nH]2)C2CC2)s1 | i

(more compounds)
SMILES | ST2 inh
CC(=O)Cn1nc([N+](=O)[O-])nc1-c1nc([N+](=O)[O-])n(CC(C)=O)n1 | i
CCCOC(=O)c1ccc(N2C(=O)C3CCC(C)CC3C2=O)cc1 (stereo not given) | ?
COc1ccccc1NC(=O)c1ccc(OC)c(OC)c1 | i
COc1ccc(CCNC(=O)N2CCOC(C(F)(F)F)C2)cc1 (stereo not given) | ?
O=C(O)CN1CCOC(CCc2ccccc2)C1 (stereo not given) | i
CCN(CC)CCCN1C(=O)C(=O)C(=C(O)c2ccccc2)C1c1ccc([N+](=O)[O-])cc1 (stereo not given) | i
Cc1ccc(O)c(CN(C)Cc2nc3ccccc3n2C)c1 | ?
COc1ccccc1C1C2=C(CC(C)(C)CC2=O)Nc2nc(SCc3ccccc3)nn21 (stereo not given) | i
C=CCNC1(C)CCS(=O)(=O)C1 (stereo not given) | i
CCOc1ccc(/C=C(\C#N)c2nc3ccccc3s2)cc1OC | ?
COc1ccc(Nc2c(-c3ccco3)nc3ccc(Cl)cn23)cc1 | ?
COc1ccc(C2C(C#N)=C(N)SC3C(=O)N(c4ccc(C)cc4)C(=O)C32)cc1 (stereo not given) | ?
COc1ccc(CNC(=O)C[C@@H]2O[C@H](CNCc3cccc(Cl)c3)[C@@H](O)[C@H]2O)cc1 | ?
O=C(C1CC1)N(c1ccc(Br)cc1)C1C=CS(=O)(=O)C1 (stereo not given) | i
Cc1cc(C)c2c(c1)NC(=O)C2CC(=O)N1CCc2nc[nH]c2C1 (stereo not given) | ?
CCOc1ccc(Cn2c(CNS(=O)(=O)c3ccc(C(C)(C)C)cc3)nc3cccnc32)cc1 | i
COc1cccc(Nc2nc(-c3ccc(F)cc3)cs2)c1 | i
Cc1cccn2c(=O)c3cc(C(=O)N4CC(C)OC(C)C4)n(C)c3nc12 (stereo not given) | i
CCOC(=O)C1CCCN(C(=O)c2cn(CCOC)c(=O)c3c2c2ccccc2n3C)C1 (stereo not given) | i
CCN(C(=O)c1ccccc1F)c1ccccc1 | i
COc1ccc(N=c2scc(-c3ccc4c(c3)OCCO4)n2CCO)cc1 | 32.0%*
CCCCNC(=O)c1c(C)cc(=O)oc1C | i
COc1cc(OC)c(OC)cc1CN1CCN(Cc2cc(OC)c(OC)cc2[N+](=O)[O-])CC1 | i
O=C(Nc1ccc(C(=O)N2CCOCC2)cc1)c1cccc(Cl)c1 | i
COc1cc(OC)cc(C(=O)Nc2c3c(nn2-c2cc(C)cc(C)c2)CSC3)c1 | i
Cn1ccnc1SCC(=O)Nc1ccc(F)c(F)c1 | i
Cc1cccc(N(CC(=O)Nc2ccc(F)cc2)S(C)(=O)=O)c1C | ?
COc1cc(C2Nc3ccc4ccccc4c3C3=C2C(=O)CC(C)(C)C3)ccc1O (stereo not given) | i
NC(=O)[C@@H]1CCCN1Cc1cn[nH]c1-c1ccc(F)cc1 | i
O=C1CCCN1C1CCN(Cc2cnc(C3CCCCC3)nc2)CC1 | ?
